# FUS yeast rescue: qHTS for Suppressors of FUS Proteinopathy: Primary screen using FUS-linked yeast assay. 390,000 tested, 0.24% active. AID 1347120, 2019. Potency, µM (titrated, usually from 76.6 µM), without a hit: at the top dose growth rescue (activation), usual class: activators. S. cerevisiae FUS-expressing, growth rescue, OD600, 24 h;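 note: potency is the fitted concentration of half-maximal effect; plate controls were DMSO vehicle for no effect and reference control for full effect; nearly all actives have a fitted effect of over 55% in size; some results filed as inactive show a strong effect at the top dose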
#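 Cultures pregrown in 2.5% raffinose medium are shifted to minimal medium containing 2% galactose to express toxic FUS. Compounds are tested at several concentrations. After 24hr at 30C, growth is quantified at 600 nm absorbance.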
# DRD3 agonist: qHTS of D3 Dopamine Receptor Agonist: qHTS; 410,000 tested, 0.58% active; max activation, %; D3R DiscoveRx beta-arrestin cells, luminescence, 90 min; D(3) dopamine receptor (Homo sapiens), P35462; AID 652048, 2013; in the data active = max activation above about 30%; note: 0% is about no effect; mostly tested at two doses, the higher about 12 µM
# Target sequence (P35462 whole entry, looked up): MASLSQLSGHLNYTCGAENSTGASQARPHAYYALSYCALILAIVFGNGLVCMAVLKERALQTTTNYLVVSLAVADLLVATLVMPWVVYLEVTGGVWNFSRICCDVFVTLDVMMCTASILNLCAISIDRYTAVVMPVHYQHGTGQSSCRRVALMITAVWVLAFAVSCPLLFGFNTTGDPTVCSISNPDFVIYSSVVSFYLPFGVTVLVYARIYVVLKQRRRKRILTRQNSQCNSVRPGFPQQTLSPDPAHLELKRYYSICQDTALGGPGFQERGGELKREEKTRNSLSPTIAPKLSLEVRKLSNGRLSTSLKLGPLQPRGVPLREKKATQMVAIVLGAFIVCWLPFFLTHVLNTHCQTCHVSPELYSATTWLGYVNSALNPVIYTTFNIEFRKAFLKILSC
#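 Cells at 1500/well, incubated overnight, then treated with pinned compounds (dopamine as control) for 90 min at 37 degrees C. DiscoveRx reagent added for 30 - 60 minutes at room temperature; luminescence read.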
# aSyn rescue: qHTS of alpha-syn Inhibitors | Yeast expressing alpha-synuclein, growth rescue, BacTiter-Glo, 24 h | Potency, µM (doses to about 46.1 µM), without a hit: at the highest dose growth rescue (activation), most hits filed as activators | 370,000 tested, 0.14% active; note: potency is the fitted concentration of half-maximal effect; % of control where 0% means no effect; nearly all actives have a fitted effect of over 65% in size
#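 Screening used galactose-induced yeast with toxic alpha-synuclein levels, exposed to compound for 24 hr at 30 deg C. Cell growth, read with BacTiter-Glo luminescence, gave the measured signal.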
# Abeta yeast res: qHTS for compounds that reverse cellular toxicity of Amyloid beta (A-beta) peptide in yeast: Primary Screen; yeast expressing A-beta42, growth rescue, OD600, 48 h; response scale: 0% DMSO, 100% iron-clioquinol control; 410,000 tested, 0.063% active; Potency, µM (doses to about 46.1 µM), for inactives: top-dose growth rescue, actives largely listed as activators; note: potency is the fitted concentration of half-maximal effect; nearly all actives have a fitted effect of over 55% in size
#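 Growth rescue measured by 600 nm absorbance after 48 h yeast culture at 30 C with compound. Values normalized between DMSO and an equimolar ferric chloride plus clioquinol control.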
# TDP-43 yeast inh: qHTS of TDP-43 Inhibitors; TDP-43 expressing yeast growth rescue, BacTiter-Glo, 24 h; Potency, µM (titrated, usually from 46.1 µM), inactives show top-dose growth rescue (activation), actives largely listed as activators; 410,000 tested, 1.8% active; note: potency is the fitted concentration of half-maximal effect; % of control where 0% means no effect; nearly all actives have a fitted effect of over 50% in size
#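 Yeast expressing TDP-43 (pregrown in raffinose, seeded at OD600=0.02 in galactose medium) exposed to compounds 24 hr at 30 deg C. Growth read by BacTiter-Glo luminescence; rescue of toxicity appears as increased signal.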
# EPAC2 antagonist: qHTS for Antagonist of cAMP-regulated guanine nucleotide exchange factor 2 (EPAC2): primary screen | 360,000 tested, 0.18% active | EPAC2 GEF exchange of Rap1B-BODIPY-GDP, fluorescence | Potency, µM (titrated, usually from 114 µM), for the others: top-dose activity, negative = inhibition, most hits filed as inhibitors | AID 720708, 2013 | Rap guanine nucleotide exchange factor 4 (Homo sapiens), Q8WZA2; note: potency is the fitted concentration of half-maximal effect; % is set by controls: 0 for no effect and ±100 for the full control effect; nearly all actives have a fitted effect of over 45% in size; many of its hits are not listed in these tables
# D3 antag: qHTS of D3 Dopamine Receptor Antagonist: qHTS | D(3) dopamine receptor (Homo sapiens), P35462 | D3R cells, DiscoveRx beta-arrestin luminescence, antagonist mode; stronger effect = lower value | max response, negative = inhibition, % | 360,000 tested, 2.5% active | AID 652054, 2013; in the data active = max response below about -50%; inconclusive = no clear call, values can overlap the other calls; note: % is set by controls: 0 for no effect and ±100 for the full control effect; mostly tested at two doses, the higher about 12 µM
#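 Cells expressing the human receptor were seeded at 1500 cells/well, incubated overnight at 37 degrees C in 5% CO2, then exposed to library compounds with dopamine controls for 90 minutes at 37 degrees C before luminescent detection.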
# EPAC2 ag: qHTS for Agonist of cAMP-regulated guanine nucleotide exchange factor 4 (EPAC2): primary screen; Rap guanine nucleotide exchange factor 4 (Homo sapiens), Q8WZA2; EPAC2 activation, biochemical qHTS; response scale: 100% = 6.5 mM cAMP response; Potency, µM (top dose mostly 154 µM), for the others: top-dose activation, most hits filed as activators; 360,000 tested, 0.079% active; AID 720711, 2013; note: potency is the fitted concentration of half-maximal effect; nearly all actives have a fitted effect of over 50% in size
#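 Compounds were added across a concentration range to EPAC2 (100 nM), RAP1B-BODIPY-GDP (250 nM) and GDP (50 uM). After 5 min at room temperature, fluorescence was recorded at 5-min intervals for 30 min.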
# An asterisk follows results filed as active; ? = inconclusive; / = no result given; & = joins results of further samples; [ ] = another dose, or the depositor's remark. Unless noted, calls come from the whole dose curve; as a rule, active = well fitted curve in the direction sought with a large enough effect; inconclusive = small, poorly fitted or top-dose-only effect, or another doubt; inactive = no such curve, though single readings can be large; an effect the other way counts as inactive or inconclusive.
cpd	Structure	FUS yeast rescue	DRD3 agonist	aSyn rescue	Abeta yeast res
1	CCC1CCc2nc3sc(C(=O)Nc4ccc(F)c(F)c4)c(N)c3cc2C1 (stereo unspecified)	-23%	0	/	-17%
2	COC(=O)[C@H](C)N1C/C=C\COc2c(Cl)cc(Cl)cc2S1(=O)=O	3%	10	-1%	9%
3	CCN1CC(C)(C)N(C(=O)c2ccccc2)CC1(C)C	/	5	6%	-6%
4	Cc1ccc(NC(=O)NNC(=O)C2CC(c3cccnc3)=NO2)cc1 (stereo unspecified)	8%	-11	-16%	-21%
5	CCCn1c(N)c(C(=O)CN2CCN(S(=O)(=O)c3cccc(Cl)c3)CC2)c(=O)[nH]c1=O	4%	1	-3%[1.84 µM]	-14%
6	Cc1ccc2c(c1)COc1c3ccc(C(=O)N[C@@H](CO)C(C)C)cc3nn1-2	7%	0	0%	-21%
7	CN(C)c1ccc(CN(C(=O)c2ccccc2Br)C2CCS(=O)(=O)C2)cc1 (stereo unspecified)	-15%	7	3%	-12%
8	COc1ccc(C23CC4CC(CC(C4)C2)C3)cc1C(=O)NCCN(C)C	3%	-4	25%	-24%
9	C=C(C)Cc1c(C)c(C#N)c2nc3ccccc3n2c1NCCCN(C)C	0%	-9	-5%	15%
10	CNC(=O)C[C@H]1C(=O)N(c2ccc(OC)cc2)C[C@@H]1CSC	15%	3	0%	-1%
11	O=C(O)CCC(=O)N1N=C(c2cccs2)CC1c1ccc(Br)cc1 (stereo unspecified)	3%	4	1%	-16%
12	COc1cccc2cc(C(=O)C3=C(O)C(=O)N(Cc4ccco4)C3c3cccnc3)oc12 (stereo unspecified)	?	-11	3%	10%
13	Cc1ccccc1/C=C1\Oc2ccccc2C1=O	12%	7	-3%	-40%[inhibitor]
14	O=C(CCCCCn1c(=S)[nH]c2ccc(N3CCOCC3)cc2c1=O)NCc1ccccc1Cl	43%	-8	-10%	5%
15	COc1ccc(-c2cc(C)no2)cc1S(=O)(=O)NCCCN1CCN(c2ccccc2)CC1	11%	0	-4%	-5%

cpd	TDP-43 yeast inh	EPAC2 antagonist	D3 antag	EPAC2 ag
1	5%	/	/	/
2	37%	-6%	0	9%
3	0%	17%	14	2%
4	5%	4%	-62*	14%
5	-25%	5%	-9	2%
6	-10%	4%	0	-5%
7	11%	6%	-4	7%
8	-11%	-12%	-13	5%
9	8%	3%	-17	10%
10	20%	9%	4	3%
11	-7%	2%	-9	7%
12	5%	0%	-8	-2%
13	?	0%	0	-10%
14	-3%	-4%	-13	11%
15	-7%	-4%	-58*	19%

# (more compounds)
cpd	Structure	FUS yeast rescue	DRD3 agonist	aSyn rescue	Abeta yeast res
16	CCC(C)[C@H](NC(=O)OC(C)(C)C)C(=O)N/N=C/c1ccc2nccnc2c1 (stereo partly specified)	10%	-11	1%	10%
17	CCCCOC(=O)Nc1cccc(C(C)=O)c1	18%	-9	0%	14%
18	O=S1(=O)C=CC(N2CCOCC2)C1 (stereo unspecified)	-19%	5	-14%	0%
19	CSCC[C@H](NC(=O)N1CCn2c1nc1ccccc12)C(=O)NCc1ccco1	9%	4	1%	13%
20	CCCCN(CC)CCCNC(=O)c1cc2c(-c3ccc(OC)c(OC)c3)nn(C)c2s1	13%&21%	-22&-29	0%	-9%&-2%
21	CCN1CC2=C(OC(N)=C(C#N)C2c2cccs2)/C(=C/c2cccs2)C1 (stereo unspecified)	42%	4	-2%	12%
22	O=C(Oc1ccc(Br)cc1)c1cncc(Br)c1	-19%	-4	0%	-16%
23	COC(=O)c1ccc(NC(=O)C(OC)c2ccccc2)cc1 (stereo unspecified)	-4%	-1	2%	7%
24	COCCNC(=O)C(=O)NCC(c1ccc2c(c1)OCO2)N1CCOCC1 (stereo unspecified)	2%	-11	/	-7%
25	COc1ccc(-c2nn(CCC(=O)O)cc2/C=C/C(=O)O)cc1[N+](=O)[O-]	/	3	7%	21%
26	Cc1ccccc1S(=O)(=O)N1CCN(c2ccc3c(c2)C2CC3CCN2C(=O)OCc2ccccc2)CC1 (stereo unspecified)	17%	-8	0%	-11%
27	Cc1cccc(NS(=O)(=O)c2ccc(Oc3ccccc3)cc2)n1	12%	7	-9%	-14%
28	COc1ccc(-n2nnc(-c3nsc(NC(=O)c4cccc(C)c4)n3)c2C)cc1OC	24%	4	/	-2%
29	O=C(COC(=O)c1ccc(Br)cc1)Nc1ccccc1Br	13%	2	10%	-2%
30	CCCc1cc(=O)[nH]c(SCC(=O)N2N=C(c3ccc(Cl)cc3)CC2c2ccco2)n1 (stereo unspecified)	/	2	-13%	-4%

cpd	TDP-43 yeast inh	EPAC2 antagonist	D3 antag	EPAC2 ag
16	-15%	-5%	-26	5%
17	11µM*	-3%	5	9%
18	15%	13%	0	4%
19	1%	-2%	18	-4%
20	0%&22%	-10%	-98*	8%
21	12%	-6%	?	-4%
22	-11%	0%	-19	3%
23	10%	1%	5	5%
24	3%	/	/	/
25	25%	7%	-20	2%
26	22%	23%	-30	9%
27	30%	0%	15	4%
28	0%	/	/	/
29	-3%	4%	18	9%
30	12%	20%	2	-12%

# Next section; it opens with the three that closed the last part.
cpd	Structure	FUS yeast rescue	DRD3 agonist	aSyn rescue	Abeta yeast res
28	COc1ccc(-n2nnc(-c3nsc(NC(=O)c4cccc(C)c4)n3)c2C)cc1OC	24%	4	/	-2%
29	O=C(COC(=O)c1ccc(Br)cc1)Nc1ccccc1Br	13%	2	10%	-2%
30	CCCc1cc(=O)[nH]c(SCC(=O)N2N=C(c3ccc(Cl)cc3)CC2c2ccco2)n1 (stereo unspecified)	/	2	-13%	-4%
31	Cc1ccc(C)c(OCC(=O)NNC(=O)C2CCC2)c1	-10%	6	2%	4%
32	Cc1cc(C)n2c(SCc3c(C)noc3C)nnc2n1	0%	-8	-2%	-4%
33	O=C(CNC(=S)N(CCCN1CCOCC1)Cc1cccs1)N1CCCC1	9%	-14	0%	-18%
34	CCC(=O)NC(=S)Nc1ccc(NC(=O)c2ccco2)c(OC)c1	4%	0	0%	-9%
35	Cc1[nH]c2ccccc2c1C(=O)CSc1ccccn1	8%	0	-3%	-2%
36	NS(=O)(=O)c1ccc(N/C=C/C(=O)c2ccc(Br)cc2)cc1	/	26	1%	0%
37	CNc1oc(-c2ccco2)nc1C#N	1%	-1	3%	19%
38	CCC(C)NS(=O)(=O)c1ccc(OCC(=O)N2CCCC2)cc1 (stereo unspecified)	-18%	-1	-7%	1%
39	O=C(CN1C(=O)NC2(CCCC2)C1=O)N1CCN(S(=O)(=O)c2ccc(Cl)cc2)CC1	6%	3	5%	0%
40	COc1ccc(CCNC(=O)c2ccc(CNc3nc(=S)[nH]c4ccccc34)cc2)cc1OC	37%	-8	8%	-16%
41	Cc1ccc(C(=O)C(OC(=O)c2cnccn2)c2ccccc2)cc1 (stereo unspecified)	16%	7	11%	4%
42	CC1(C(=O)OCC(=O)Nc2nnc(-c3ccccc3)o2)CC1(Cl)Cl (stereo unspecified)	1%	4	?	?
43	COC(=O)c1c(C(=O)OC)n(CCCN)c2ccc(C)cc12	15%	0	-1%	11%
44	O=C(Cn1cnc2c(NCc3ccccc3)ncnc21)NCCc1cc2ccccc2[nH]1	-1%	-4	-3%	2%
45	COC(=O)C1=C(C)n2nnnc2NC1c1ccc(Cl)cc1 (stereo unspecified)	?	-4	-5%	16%

cpd	TDP-43 yeast inh	EPAC2 antagonist	D3 antag	EPAC2 ag
28	0%	/	/	/
29	-3%	4%	18	9%
30	12%	20%	2	-12%
31	12%	9%	2	-7%
32	3%	9%	0	9%
33	-16%	0%	-9	-2%
34	?	-2%	15	-1%
35	-15%[1.82 µM]	-18%	-3	-5%
36	-9%	-1%	7	6%
37	3%	-9%[57.1 µM]	4	-11%
38	8%	-1%	-12	11%
39	1%	7%	6	0%
40	-15%	9%	-18	10%
41	15%	-7%	23	4%
42	13%	13%	16	3%
43	-16%	-3%	2	0%
44	9%	5%	-10	0%
45	-8%	-7%	-22	7%

# Part of the list above, set out differently.
# Values in the order – FUS yeast rescue	DRD3 agonist	aSyn rescue	Abeta yeast res	TDP-43 yeast inh	EPAC2 antagonist	D3 antag	EPAC2 ag
31. Cc1ccc(C)c(OCC(=O)NNC(=O)C2CCC2)c1
 : -10%	6	2%	4%	12%	9%	2	-7%
32. Cc1cc(C)n2c(SCc3c(C)noc3C)nnc2n1
 : 0%	-8	-2%	-4%	3%	9%	0	9%
33. O=C(CNC(=S)N(CCCN1CCOCC1)Cc1cccs1)N1CCCC1
 : 9%	-14	0%	-18%	-16%	0%	-9	-2%

# Next compounds
cpd	Structure	FUS yeast rescue	DRD3 agonist	aSyn rescue	Abeta yeast res
46	O=C1C=C(c2ccc(Cl)nc2)C[C@@H](c2ccc3c(c2)OCO3)C1	-12%	0	1%	-10%
47	N#CC(C(=O)Nc1ccc(Cl)c(Cl)c1)=C1Nc2ccccc2N1	33%	2	-5%	12%
48	Cn1nnnc1SCC(=O)NCc1ccc2c(c1)OCO2	-15%	-2	-2%	20%
49	CC(C)Nc1ncnc2c1ncn2[C@H]1CN(Cc2ccccc2)C[C@@H](CO)O1	-20%	-5	2%	-10%
50	COc1ccccc1CCNC(=O)C(=O)NCC(c1ccco1)S(=O)(=O)c1ccccc1 (stereo unspecified)	?	-14	/	0%
51	CCNC(=O)/C(C#N)=C/c1c(N2CCN(Cc3ccc4c(c3)OCO4)CC2)nc2c(C)cccn2c1=O	/	-4	-6%	17%
52	COC(=O)c1nc[nH]c1C(=O)OC	-4%	-5	-3%	10%

cpd	TDP-43 yeast inh	EPAC2 antagonist	D3 antag	EPAC2 ag
46	14%	1%	0	13%
47	-17%	-1%	-29	2%
48	7%	1%	9	-5%
49	12%	0%	3	2%
50	-5%	/	/	/
51	-10%	7%	-1	-12%
52	-18%	0%	-7	7%

# Assay outcomes: PubChem BioAssay, National Center for Advancing Translational Sciences (NCATS)

# This is a subset; the hit share may differ from the screen's.
